# High-throughput results as filed in PubChem BioAssay.
# CXXC DNA block: blocks binding of human MLL CXXC domain to DNA. MLL-CXXC / FITC-HOXA9 DNA fluorescence polarization. Potency, µM (doses to about 115 µM), for the others: at the top dose activity change, negative = inhibition, actives largely listed as inhibitors. 0.037% of 290,000 active; active means well fitted inhibition curve with a large enough effect in the polarisation, with a control signal flat, not every such curve was filed as active; inconclusive means small, poorly fitted or top-dose-only effect, or effect the other way, or a change in a side signal; inactive means no such curve, though single readings can be large or run the other way; the % refers to the polarisation; further: potency means the concentration at half of the fitted maximal effect
#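 Fluorescence polarization: 7 uM MLL-CXXC (stock) preincubated 5 min with compounds, then 50 nM fluorescein-HOX-A9 DNA (stock) added; 30 min ambient. Buffer 50 mM Tris-HCl pH 7.5, 50 mM NaCl, 1 mM DTT, 0.05% BSA.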
# B2AR arrestin: recruits beta-arrestin to the human beta2-adrenergic receptor; P07550; beta-arrestin recruitment to beta2AR, cell-based reporter; 0.02% of 330,000 active; Potency, µM (doses to about 46.1 µM), for the others: top-dose activation, actives largely listed as activators; AID 492947;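 further: potency means the concentration at half of the fitted maximal effect; 0% = DMSO controls and full agonism = EC100 isoproterenol or metaproterenol; nearly all actives have a fitted effect of over 65% in size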
# GALK inhibitor: galactokinase (human) inhibition | Purified GALK, Kinase-Glo residual ATP luminescence | Potency, µM (titrated, usually from 57.5 µM), for inactives: at the highest dose activity change, negative = inhibition, actives largely listed as inhibitors | 0.007% of 270,000 active; further: potency means the concentration at half of the fitted maximal effect; on the % scale 0 is the no-effect control and ±100 the full control effect
# Target sequence (P51570 whole entry, looked up): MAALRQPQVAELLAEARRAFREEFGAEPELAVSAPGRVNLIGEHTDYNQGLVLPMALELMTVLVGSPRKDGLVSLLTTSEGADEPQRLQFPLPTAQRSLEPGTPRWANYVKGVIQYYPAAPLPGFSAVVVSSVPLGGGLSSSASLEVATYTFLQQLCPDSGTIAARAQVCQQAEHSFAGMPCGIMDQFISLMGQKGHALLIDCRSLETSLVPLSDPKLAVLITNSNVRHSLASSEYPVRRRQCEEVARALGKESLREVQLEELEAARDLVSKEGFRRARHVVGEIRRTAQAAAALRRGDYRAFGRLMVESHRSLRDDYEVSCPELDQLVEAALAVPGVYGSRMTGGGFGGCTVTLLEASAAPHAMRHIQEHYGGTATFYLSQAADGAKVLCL
#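 GALK at 5 nM final was combined with compound, 35 uM ATP and 100 uM galactose in HEPES pH8.0 with MgCl2 and DTT. The reaction ran one hour at room temperature before luminescent ATP detection.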
# PKM2 act: increases activity of human pyruvate kinase M2. AID 1631. Potency, µM (series often up to 57.5 µM), for inactives: top-dose activation, most hits filed as activators. 0.34% of 260,000 active. purified PKM2, Kinase-Glo ATP luminescence, activation; response scale: 0% is enzyme alone, no compound. P14618; further: potency means the concentration at half of the fitted maximal effect; on the % scale 0 is the no-effect control and ±100 the full control effect; nearly all actives have a fitted effect of over 55% in size
#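 Purified hPK-M2 (>95%) run at intermediate activity with 0.1 mM ADP and 0.5 mM PEP in 50 mM imidazole pH 7.2, KCl, MgCl2; 1 h room temperature. ATP formed read by Kinase-Glo luminescence; normalized to uninhibited and no-enzyme controls.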
# Coupling enz: inhibits coupling enzyme system, counter-screen for aldolase hits | coupling enzyme system counterscreen, AmpLite Red fluorescence | activity change, negative = inhibition, % at 58.2 µM, hits read low | 0.67% of 290,000 active; in the data active means activity change below about -30%; further: on the % scale 0 is the no-effect control and ±100 the full control effect
#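 Final compound at 57.5 uM, incubated 10 min at RT with coupling enzyme reagent (glyceraldehyde-3-phosphate), then 20 min with substrate and AmpLite Red detection. Fluorescence read at 525/598 nm; tests interference with the coupling assay, not aldolase inhibition.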
# Menin MLL FP TR: displaces Texas Red mutant MLL peptide from human menin | O00255 | Potency, µM (top dose mostly 61.6 µM), for the others: top-dose FP activity change, negative = inhibition, usual class: inhibitors | 0.23% of 270,000 active | Menin + Texas Red MLL mutant peptide, fluorescence polarization; active means well fitted inhibition curve with a large enough effect in the polarisation, with a control signal flat, not every such curve was filed as active; inconclusive means small, poorly fitted or top-dose-only effect, or effect the other way, or a change in a side signal; inactive means no such curve, though single readings can be large or run the other way; the % refers to the polarisation; further: potency means the concentration at half of the fitted maximal effect; % of control where 0% means no effect; many of its hits are not listed in these tables
# Giardia kill: kills Giardia lamblia; Giardia lamblia trophozoite viability; activity change, % at 7.66 µM, hits read low; 0.15% of 340,000 active; in the data active means activity change below about -80%; inconclusive means between about -30% and that limit;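 further: parasites exposed to compound for two days anaerobically before the ATP read; on the % scale 0 is the no-effect control and ±100 the full control effect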
#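 Anaerobic 48 hrs incubation at 37 deg C of 100 trophozoites/well with test compounds; ATPLite 1-Step luminescence, 15-30 min RT, reports cellular ATP as viability.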
# USP2a block: blocks human ubiquitin-specific protease USP2a | O75604 | USP2 core, Ub-CHOP2 coupled fluorogenic reporter, 485/531 | Potency, µM (series often up to 38.3 µM), inactives show at the top dose activity change, negative = inhibition, usual class: inhibitors | 0.01% of 330,000 active | AID 463254;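 further: potency means the concentration at half of the fitted maximal effect; plate controls were DMSO wells for no effect and full inhibition by NEM control for full effect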
# Target sequence (O75604 whole entry, looked up): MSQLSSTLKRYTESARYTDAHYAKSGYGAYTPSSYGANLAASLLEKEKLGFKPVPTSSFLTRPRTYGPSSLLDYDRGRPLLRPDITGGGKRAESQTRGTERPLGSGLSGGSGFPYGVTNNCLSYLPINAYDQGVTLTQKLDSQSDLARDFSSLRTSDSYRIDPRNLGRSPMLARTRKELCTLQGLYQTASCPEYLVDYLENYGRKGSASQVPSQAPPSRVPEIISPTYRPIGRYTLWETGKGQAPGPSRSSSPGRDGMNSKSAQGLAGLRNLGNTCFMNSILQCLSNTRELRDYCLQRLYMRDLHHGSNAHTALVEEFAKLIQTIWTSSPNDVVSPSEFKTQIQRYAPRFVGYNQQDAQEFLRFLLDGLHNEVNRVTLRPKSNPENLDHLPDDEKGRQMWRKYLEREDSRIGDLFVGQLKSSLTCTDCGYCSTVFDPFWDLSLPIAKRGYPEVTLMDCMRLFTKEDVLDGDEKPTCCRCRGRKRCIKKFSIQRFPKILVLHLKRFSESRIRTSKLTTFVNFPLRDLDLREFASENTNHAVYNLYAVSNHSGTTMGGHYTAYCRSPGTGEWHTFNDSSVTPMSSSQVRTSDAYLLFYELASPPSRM
#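 Cell-free coupled assay: 10nM USP2 core preincubated 30min RT with compound in Tris-HCl pH 8.0/CaCl2/CHAPS buffer, then 25nM Ub-CHOP2 and 25nM reporter substrate; fluorescence (Ex 485/Em 531) read after 60min RT, normalized to NEM inhibition, concentration-response curves fitted.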
# KCNH2 3.1 block: blocks the human KCNH2 3.1 channel isoform | U2OS KCNH2 3.1, thallium flux FluxOr; hits give low values | activity change, % (tested at about 1.8 µM) | 0.95% of 340,000 active | AID 720553;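 active means maximum activity change below -70%; inconclusive means maximum activity change from -70% to -50%; inactive means maximum activity change above -50%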;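 further: thallium influx rate constant from kinetic fluorescence after stimulation buffer; on the % scale 0 is the no-effect control and ±100 the full control effect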
#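 FluxOr-based Tl+ influx in U2OS cells transduced with KCNH2 3.1 virus; rate constants normalized to DMSO controls.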
# hERG WT inh: KCNH2 (human, wildtype) channel inhibition. Q12809. activity change, % at 1.84 µM. U2OS, BacMam KCNH2, thallium flux FluxOr; hits give low values. 0.37% of 340,000 active;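 active means maximum activity change below -70%; inconclusive means maximum activity change between -70% and -50%; inactive means maximum activity change above -50%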; further: on the % scale 0 is the no-effect control and ±100 the full control effect
#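 U2OS cells transduced with wild-type KCNH2 virus are loaded with FluxOr dye for 45 min, and thallium flux is measured in kinetic reads before and after stimulation buffer. Rate constants are normalized to DMSO controls.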
# TRPV1 ag: human TRPV1 agonism | 0.19% of 320,000 active | TRPV1-expressing cells, Fluo-8 calcium influx, agonist mode | Q8NER1 | activation, % at 8.33 µM | AID 540275; in the data active means activation above about 80%; inconclusive means between about 30% and that limit; further: 0% is about no effect
#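 Fluo-8 calcium influx in TRPV1-expressing cells, kinetic read (ex 480/em 520 nm). Compound added and read 3 min for agonist activity, followed by capsaicin at EC20 final and 2 min further read for enhancement.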
# Active calls of the source: *; i = inactive; u = inconclusive; x = no result given; & = joins results of further samples; [ ] = dose if it differs, or a comment. Unless noted, the call rests on the fitted dose curve; in most records, active means well fitted curve in the direction sought with a large enough effect; inconclusive means small, poorly fitted or top-dose-only effect, or another doubt; inactive means no such curve, though single readings can be large; an effect the other way counts as inactive or inconclusive. These rows are one share of the data; count on the stated rates, not on these rows.
SMILES,CXXC DNA block,B2AR arrestin,GALK inhibitor,PKM2 act,Coupling enz,Menin MLL FP TR,Giardia kill,USP2a block,KCNH2 3.1 block,hERG WT inh,TRPV1 ag
CCCNC(=O)[C@H](Cc1c[nH]c2ccccc12)NC(=O)c1ccccc1Cl,11%,-0.5%,0%,19%,0,-13%,-1,4%,-3,-13,-3
CCOC(=O)CN1C(=O)C(=O)c2cccc(C)c21,12%,-0.7%,1%,-3%,-48*,-25%,u,3%,19,-15,-3
COc1ccc([C@@H]2CC(=O)c3c(O)cc(O)cc3O2)cc1O,x,0.2%,x,x,1&-1,0%&7%[24.8 µM],-9,-3%,7,-9,-1
Cc1ccc(-c2nnc(SCC(=O)N3CCN(c4ccccc4)CC3)o2)cc1,1%,-0.6%,5%,7%,0,3%,-17,6%,7,3,4
CCN(CC)CCN(Cc1cc2cc3c(cc2[nH]c1=O)OCO3)C(=S)NCCOC,1%,0.5%,1%,0%,0,7%,-4,1%,2,-8,-2
COc1ccc(C(=O)c2c(O)cc(-c3ccc(OC)cc3)oc2=O)cc1,13%,-0.2%,-1%,1%,5,2%,-7,4%,-27,-3,-1
Cn1/c(=N/NC(=O)c2ccccc2F)sc2ccccc21,-7%,3.6%,2%,-13%,-1,8%,-3,7%,-42,1,1
O=C(N/N=C\c1ccccc1F)c1ccc(-c2ccccc2)cc1,26%,-0.4%,-1%,-1%,x,x,-12,0%,-26,-1,-1
CCOC(=O)Cc1csc(NS(=O)(=O)c2ccc(C(F)(F)F)cc2)n1,8%,-1.1%,6%,2%,11,x,-15,2%,6,2,-2
O=C1c2ccccc2NC(c2cn[nH]c2-c2ccc(Cl)cc2)N1O (stereo not given),-5%,-0.2%,x,1%,1,-13%,-6,0%,10,-3,0
C=CCOc1ccc(/C=C(\C#N)C(=O)Nc2ccccn2)cc1,3%,-0.2%,8%,x,-1,4%,-3,3%,18,4,3
COc1cc(/C=N/NC(=O)CC#N)ccc1Oc1nc(Cl)ncc1F,3%,0.5%,1%,11%,-1,20%,7,1%,-9,4,2
Cc1ccc(/C=C(\C#N)C(=O)Nc2cccc3ncccc23)o1,54%[activator],0.0%,1%,26%,-39*,u,16,3%,0,-25,-4
COCCNC(=O)CSc1cc(=O)n(C)c2cc(Cl)ccc12,-1%,-0.4%,0%,-7%,1,-1%,-11,0%,1,i,-1
O=C(COc1ccc2ccccc2c1)NN1C(=O)c2ccccc2C1=O,-3%,-2.0%,1%,-7%,6,10%,7,2%,0,1,-1
COc1ccc(NC(=O)CC(C(=O)O)C(C)c2ccccc2)cc1 (stereo not given),2%,-1.1%,0%,1%,2,-7%,12,0%,25,-10,2
COc1cc2c(cc1OC)C(c1cccc([N+](=O)[O-])c1)=NCC2,1%,0.2%,0%,0%,0,-3%,-13,-1%,-4,-7,2
COc1cccc(C2CC(C(F)(F)F)n3ncc(C(=O)NCC4CCCO4)c3N2)c1 (stereo not given),-7%,-0.2%,1%,-4%,2,-8%,-2,-3%,2,-39,u
C=CCn1c(=NC(=O)C2COc3ccccc3O2)sc2cccc(OC)c21 (stereo not given),1%,-0.5%,-2%,4%,1,x,37[activator],4%,8,8,x
Cc1c(N=C2NC(=O)C(CC(=O)Nc3ccc(Cl)cc3)S2)c(=O)n(-c2ccccc2)n1C (stereo not given),-7%,0.0%,0%,3%,2,u,-11,0%,-3,2,-5
COc1ccccc1-n1c(SCC(=O)N2CCCCC2)nc2cccnc21,3%,0.4%,4%,11%,1,6%,3,0%,27,-3,19
CCCCC(=O)Nc1ccc(NC(=S)NC(=O)CCCCl)cc1OC,0%,-1.0%,-2%,12%,1,-12%,-2,0%,1,9,-3
COc1ccccc1/C=C1\SC(N2CCC(C)CC2)=NC1=O,-2%,0.6%,3%,x,0,u,2,1%,-3,0,u
Cn1c(N)c(C(=O)c2ccccc2)c(=O)n(C)c1=O,15%,0.1%,-3%,-2%,1,-15%,-4,4%,-14,-13,0
Cc1cccc(-n2nnnc2-c2cnccc2C(F)(F)F)c1C,-1%,-0.4%,-2%,17%,0,x,0,0%,2,1,-2
NNC(=O)c1oc2nc(-c3ccccc3)cc(-c3ccco3)c2c1N,-13%,4.7%,-3%,-2%,-5,x,-5,4%,-5,-14,3
O=C(CN1C(=O)NC2(CCCCCC2)C1=O)Nc1ccc([N+](=O)[O-])cc1,x,-0.4%,x,x,x,x,-14,1%,-7,-6,x
CCN1CCN(C(=S)Nc2cccc([N+](=O)[O-])c2)CC1,6%,0.2%,0%,-13%,4,-6%,10,5%,-2,1,1
Cc1ccsc1/C=N/NC(=O)c1ccc([N+](=O)[O-])cc1,4%,-0.1%,10%,-2%,1,27%,-20,-1%,4,-1,u
CCOC(=O)c1sc(NC(=O)Nc2ccccc2Cl)cc1C,-2%,-1.3%,-2%,0%,-9,u,-17,-5%,-9,-10,u
CN1CCN(NC(=O)Nc2ccc(Br)cc2)CC1,-5%,-0.9%,5%,-25%,x,x,8,-8%,-6,16,17
O=C(CC(Nc1ccccc1)C(=O)O)c1ccccc1 (stereo not given),-2%,-0.9%,0%,5%,-3,9%,6,3%,-3,26,12
Cc1ccc(C)c(OCCC(=O)OCC(=O)N(C)c2c(N)n(Cc3ccccc3)c(=O)[nH]c2=O)c1,x,-0.1%,x,x,x,x,u,2%,6,1,4
Cc1nc2cc3ccccc3cc2n1C,11%,-0.8%,2%,-1%,-3,10%,-5,1%,20,8,4
Cc1cccc(NC(=S)NCC(c2cccnc2)N(C)C)c1C (stereo not given),8%,-0.5%,0%,2%,3,-8%,-10,4%,11,8,-5
CCOC(=O)c1c(C)c(C(=O)NCCc2ccccc2)c(C)n1C,0%,0.2%,5%,2%,4,-12%,-4,-1%,-4,x,3
COc1ccc(-c2ccc(OC)c([C@H]3[C@H]4C=CC[C@@H](C)[C@@H]4C(=O)N3Cc3ccccc3)c2)cc1OC,u,0.2%,-3%,0%,-2,x,-11,0%,-7,-7,21
Cc1cc(C(=O)CSc2nnc(Nc3ccccc3F)s2)c(C)n1CC1CCCO1 (stereo not given),5%,-0.8%,3%,2%,-2,-1%,-3,u,-7,1,3
COc1ccc(-c2cc(-c3cc(C)ccc3O)[nH]n2)cc1,-5%,-0.3%,-3%,-3%,-4,u,-2,1%,-10,-4,0
CCOc1ccc(NC(=O)C2CC(=O)N(CCc3ccccc3)C2)cc1OC (stereo not given),x,-1.0%,x,x,x,x,-17,-1%,4,-7,-1
CCN(CC)c1ccc(C=Nc2ccccc2C)c(O)c1,1%,-0.1%,0%,-7%,-8,7%,-15,3%,9,-8,10
COc1ccc(C(=O)NCC(=O)OCC(=O)NCc2cccs2)cc1,0%,-0.3%,8%,-8%,7,-2%,-11,1%,9,-21,-3
O=C(CN1C(=O)CCC1=O)Nc1nc(-c2ccc(Cl)s2)cs1,1%,-0.4%,x,1%,1,6%,-5,-1%,2,-17,28
O=C(Cn1nc(CNc2ccc(Br)cc2)[n+]2c1CCCCC2)c1ccc([N+](=O)[O-])cc1,7%,-0.2%,1%,13%,-4,x,-10,-4%,10,3,-3
CCOC(=O)C1(CCOc2ccccc2)CCN(Cc2ccc(O)c(OCC)c2)CC1,-2%,-0.1%,0%,0%,-2,u,-5,5%,-102*,-118*,2
Cc1cc(C)c(C#N)c(Nc2ccccc2F)n1,-11%,-0.4%,-2%,-5%,0,6%,-1,0%,24,1,29
CC(=O)Nc1ccc(NC(=O)Cn2ccc([N+](=O)[O-])n2)cc1,32%[activator],-0.7%,-2%,3%,-4,6%,-24,-1%,7,-14,0
COC(c1ccccc1)c1nnc(CCC(=O)N2CCN(Cc3cccs3)CC2)o1 (stereo not given),1%,-0.3%,-2%,17%,-1,-9%,-6,-10%,-16,-4,-1
Cc1ccc(N2CCN(CCc3nc4cc(NC(=O)c5ccco5)ccc4n3C)CC2)cc1,48%[activator],0.2%,-3%,-1%,0,0%,-3,-2%,-15,58,-4
CCC(CO)NCc1ccc(Br)cc1 (stereo not given),-28%,-0.3%,-1%,-4%,1,-1%,-18,8%,3,-3,1
CC(OC(=O)CN(C)S(=O)(=O)c1ccc(Cl)cc1)C(=O)Nc1cccc(Cl)c1 (stereo not given),-1%,-0.2%,-1%,-2%,0,16%,12,2%,-37,-15,5
O=S(=O)([O-])CCC[n+]1ccc(Oc2ccccc2)cc1,4%,-0.9%,-1%,0%,1,-6%,2,4%,-9,9,-1
